UPR CHOP act: activators of apoptotic arm of unfolded protein response (CHOP) | 330,000 tested, 0.34% active | activation, % at 10 µM | AID 449763 | CHO-CHOP luciferase reporter, UPR activation, luminescence; percent of tunicamycin response over DMSO baseline;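 active = at 10 µM dose, activation of 40% or more, normalized to positive control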;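 also: 100% = tunicamycin at 10 µg/mL and 0% = DMSO alone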
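System: CHO CHOP reporter cells. Amount: 500 cells per well. Buffer or medium: F12 medium, 10% FBS. Compound dosing: one dose, 10 µM in 0.5% DMSO. Incubation: 6 h compound exposure at 37 °C after overnight seeding. Technique: Steady-Glo luciferase luminescence. Benchmarks: tunicamycin and DMSO controls.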
XBP1 UPR activ: activators of adaptive arm of unfolded protein response (XBP1). 330,000 tested, 0.33% active. activation, % at 20 µM. CHO-XBP1 luciferase reporter, IRE1-XBP1 UPR activation, luminescence; percent of tunicamycin response, DMSO as zero;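 active = versus positive control, 20 µM dose yields 30% or more activation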;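 also: 100% = tunicamycin at 10 µg/mL and 0% = DMSO only wells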
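Material: CHO cell line with stable XBP1 luciferase reporter; schedule: 16-18 h cell attachment at 37 °C, then 6 h compound exposure; signal: glow luminescence from Steady-Glo reagent; medium: serum-containing F12 medium, 10% FBS; benchmarks: tunicamycin 10 µg/mL and vehicle-only wells; read-out: percent activation relative to tunicamycin reference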
697 NFkB inh: inhibitors of the PMA/ionomycin-induced NF-kB reporter in 697 B cells. 697 B-cell NF-kB luciferase reporter, 16 h. inhibition, % at 4 µM. 330,000 tested, 0.33% active; in the data active = inhibition above about 35%
TIM10 inh: growth inhibitors of TIM10 yeast strain; inhibition, % at 10 µM; AID 463195; 330,000 tested, 1.4% active; S. cerevisiae TIM10 strain growth, BacTiter-Glo luminescence, 24 h;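 active = inhibition of 40% or more at the single tested concentration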;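 also: wild-type TIM10 isogenic control strain grown at permissive 25 °C; 0% = DMSO yeast wells and 100% = minimal medium wells without yeast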
tim10-1 inh: tim10-1 yeast growth inhibition | S. cerevisiae tim10-1 ts strain growth, BacTiter-Glo, 24 h | 330,000 tested, 2.2% active | inhibition, % at 20 µM | AID 463190;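 active = inhibition of at least 40%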;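 also: mutant grown at 25 °C; 0% = DMSO wells with yeast and 100% = wells holding no yeast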
tim23-1 inh: inhibits growth of tim23-1 mutant yeast | S. cerevisiae tim23-1 growth, BacTiter-Glo luminescence, 24 h | inhibition, % at 20 µM | 330,000 tested, 1.3% active;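 active = growth inhibition of the mutant yeast at or above 50%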;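 also: temperature-sensitive mutant grown at 25 °C; plate controls were DMSO-treated mutant yeast for no effect and medium wells lacking yeast for full effect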
Jurkat NFkB inh: inhibitors of the PMA/ionomycin-induced NF-kB reporter in Jurkat cells; AID 435003; inhibition, % at 4 µM; 330,000 tested, 0.53% active; PMA/ionomycin-induced NF-kB luciferase reporter, luminescence; in the data active = inhibition above about 50%
Mdm2 MdmX PPI: disrupts the human Mdm2-MdmX interaction | SaOS-2 split-luciferase Mdm2/MdmX complementation, luminescence | inhibition, % at 8 µM | 330,000 tested, 3% active | O15151+Q00987;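 active = inhibition of at least 50% at 8 µM in the primary screen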
Target sequence (O15151 whole entry, looked up): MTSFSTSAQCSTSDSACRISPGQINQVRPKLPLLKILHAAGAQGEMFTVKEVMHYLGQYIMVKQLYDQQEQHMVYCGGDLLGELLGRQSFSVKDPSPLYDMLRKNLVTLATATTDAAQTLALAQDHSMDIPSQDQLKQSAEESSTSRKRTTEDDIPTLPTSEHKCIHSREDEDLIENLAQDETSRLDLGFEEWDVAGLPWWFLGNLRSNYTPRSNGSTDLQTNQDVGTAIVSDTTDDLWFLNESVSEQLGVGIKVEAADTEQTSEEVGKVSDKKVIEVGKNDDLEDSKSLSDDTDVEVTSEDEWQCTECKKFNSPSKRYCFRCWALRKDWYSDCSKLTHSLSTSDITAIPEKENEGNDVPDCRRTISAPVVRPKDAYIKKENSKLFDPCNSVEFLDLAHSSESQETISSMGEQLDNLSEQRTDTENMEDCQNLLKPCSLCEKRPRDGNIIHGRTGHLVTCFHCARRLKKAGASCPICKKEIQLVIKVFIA
Target sequence (Q00987 whole entry, looked up): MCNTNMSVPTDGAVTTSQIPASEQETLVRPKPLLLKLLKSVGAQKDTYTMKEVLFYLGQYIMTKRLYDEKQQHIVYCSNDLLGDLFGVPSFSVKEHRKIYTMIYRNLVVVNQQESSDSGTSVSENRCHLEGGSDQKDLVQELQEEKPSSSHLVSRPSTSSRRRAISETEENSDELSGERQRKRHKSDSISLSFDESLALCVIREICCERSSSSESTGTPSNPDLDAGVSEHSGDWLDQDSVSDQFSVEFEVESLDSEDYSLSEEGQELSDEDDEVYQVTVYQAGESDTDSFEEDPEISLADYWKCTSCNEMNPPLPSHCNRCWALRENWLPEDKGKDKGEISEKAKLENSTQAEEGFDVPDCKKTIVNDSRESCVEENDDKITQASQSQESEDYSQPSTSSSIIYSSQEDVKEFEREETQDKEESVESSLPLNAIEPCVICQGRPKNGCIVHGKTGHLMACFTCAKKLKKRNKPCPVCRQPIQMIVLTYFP
Starred values were filed as active, the others as inactive.

SMILES	UPR CHOP act	XBP1 UPR activ	697 NFkB inh	TIM10 inh	tim10-1 inh	tim23-1 inh	Jurkat NFkB inh	Mdm2 MdmX PPI
CC(=O)c1cn(-c2ccc(Cl)cc2)c(=O)[nH]c1=O	0.8	0	7	10	-9	17	9	4
Cc1ccc(S(=O)(=O)N2CCN(S(=O)(=O)c3c(C)n[nH]c3C)CC2)cc1C	1.1	-3	11	-5	-10	2	17	14
O=C(C[n+]1cc(-c2ccc(F)cc2)n2c1CCC2)OCc1ccccc1	-1.6	-4	13	-7	-12	-10	5	-1
Cn1cc(C(=O)N/N=C/C2=C(N3CCOCC3)C(=C/c3ccc([N+](=O)[O-])cc3)/CC2)ccc1=O	-1.3	-2	22	15	8	-1	4	3
O=C(CNS(=O)(=O)c1ccccc1)N1CCN(c2ccccc2)CC1	-0.1	1	12	6	9	10	16	2
O=C(NCCc1csc(-c2cccnc2)n1)c1cccc(Cl)c1	-1.1	2	0	-19	-5	12	11	7
COc1ccc(CNc2ccc(C)c(C)c2)c(OC)c1OC	2.8	-2	-3	-6	-21	7	2	5
COc1ccc(C(=O)OCC(=O)NC(=O)NC2CCCC2)c(OC)c1	-1.8	0	9	-35	9	17	-10	-14
CC1Sc2ccc(C(=O)OCc3ccccc3Cl)cc2NC1=O (centres undefined)	5.4	2	-129	6	21	1	-82	-133
O=C(/C=C/c1cccs1)N1CCN(c2ccccc2F)CC1	1.2	-2	2	-3	12	23	-4	-23
COc1cc(OC)cc(-c2c(-c3ccc(F)cc3)c3cc(-c4ccc5[nH]ccc5c4)ccc3n2C)c1	1.1	0	18	6	-4	13	3	21
COc1cccc(CNCCO)c1OCc1ccccc1Cl	-1.4	-2	-9	10	9	7	-2	-17
Cn1c(=N)n(CC(O)c2ccccc2)c2ccccc21 (centres undefined)	1.7	3	-14	5	7	11	-28	12
O=C(N/N=C/c1c[nH]c2ccccc12)C1CC1c1ccccc1 (centres undefined)	-1.3	0	-25	16	14	36	6	17
CCOC(=O)c1ccccc1NC(=O)COC(=O)CCCOc1ccccc1	1.1	-1	-14	-2	-16	-2	-14	-7
CCOC(=O)/C(=N\Nc1ccccc1Cl)N1CCN(C)CC1	2.2	-1	-33	-63	-25	-10	-5	1
Cc1sc(NC(=O)c2ccccc2)c(C(c2ccccn2)N2CCN(CCO)CC2)c1C (centres undefined)	0.7	-3	-32	-4	12	4	-11	11
Cc1ccc2nc(-c3ccc(SCC(=O)Nc4nc(C)cs4)nc3)[nH]c2c1	4.9	5	-48	-24	-10	-42	-146	-8
CCC(C)Nc1nc2c(c(=O)[nH]c(=O)n2C)n1CCOc1ccccc1 (centres undefined)	-0.8	3	-26	21	17	25	-11	5
CCOc1cc(N2CCOCC2)c(OCC)cc1NC(=O)COC(=O)c1c(CC)noc1C	0.2	-1	3	11	12	9	-11	21

Next part; the last 6 above are carried over.
SMILES	UPR CHOP act	XBP1 UPR activ	697 NFkB inh	TIM10 inh	tim10-1 inh	tim23-1 inh	Jurkat NFkB inh	Mdm2 MdmX PPI
CCOC(=O)c1ccccc1NC(=O)COC(=O)CCCOc1ccccc1	1.1	-1	-14	-2	-16	-2	-14	-7
CCOC(=O)/C(=N\Nc1ccccc1Cl)N1CCN(C)CC1	2.2	-1	-33	-63	-25	-10	-5	1
Cc1sc(NC(=O)c2ccccc2)c(C(c2ccccn2)N2CCN(CCO)CC2)c1C (centres undefined)	0.7	-3	-32	-4	12	4	-11	11
Cc1ccc2nc(-c3ccc(SCC(=O)Nc4nc(C)cs4)nc3)[nH]c2c1	4.9	5	-48	-24	-10	-42	-146	-8
CCC(C)Nc1nc2c(c(=O)[nH]c(=O)n2C)n1CCOc1ccccc1 (centres undefined)	-0.8	3	-26	21	17	25	-11	5
CCOc1cc(N2CCOCC2)c(OCC)cc1NC(=O)COC(=O)c1c(CC)noc1C	0.2	-1	3	11	12	9	-11	21
CCCC(=O)N(Cc1cc(=O)[nH]c2ccccc12)c1cccc(C)c1	-1.5	-6	-28	10	0	25	4	-5
C/C(=N\N=C(/N)SC1CC(=O)N(c2ccccc2)C1=O)c1cccs1 (centres undefined)	0.3	-2	5	1	7	0	-1	22
COc1cc(S(=O)(=O)n2nc(C)cc2C)c(OC)cc1Cl	-2.3	-2	-7	3	-1	16	7	24
O=C(Cc1cccs1)N(Cc1ccco1)C1(C(=O)NC2CCCC2)CCCCC1	-2.0	-1	14	25	26	12	32	-7
COc1cccc(C(C(=O)NC2CCCCC2)N(C(=O)c2csnn2)C2CC2)c1 (centres undefined)	0.9	2	8	-9	8	12	0	-18
O=C(O)c1cnn2c(C(F)(F)F)cc(-c3ccco3)nc12	0.9	0	20	-6	0	0	-6	2
CCCCCn1c(=O)[nH]c2cc(C(=O)N3CCN(c4ccc(C(C)=O)cc4)CC3)ccc2c1=O	-0.5	-1	-17	-21	-19	-17	14	29
Cc1cccnc1N1C(=O)c2ccc(C(=O)O)cc2C1=O	0.3	2	-4	-1	-9	0	5	-18
CC(NC(=O)Cc1ccccc1)c1ccc(F)cc1 (centres undefined)	1.1	-1	-7	-3	14	-3	0	3
CC(=O)c1cccc(NC(=O)N2CCC(C(=O)c3ccc(F)cc3)CC2)c1	-0.8	0	12	-9	8	14	5	1
CC1Cc2ccccc2N1C(=O)C1CCN(S(=O)(=O)Cc2ccccc2)CC1 (centres undefined)	-1.3	-3	-20	-6	10	0	7	-24
COc1ccc(C(=O)OCCCOC(=O)c2ccc(OC)cc2OC)c(OC)c1	0.2	-6	4	-10	-6	14	6	23
CCCCCCCc1c(O)nc(SCCN(C)C)[nH]c1=O	-0.5	-1	27	-1	-13	-7	-3	5
Cc1ccccc1/[N+]([O-])=C/c1ccncc1	0.3	-4	27	17	8	18	-1	19
COc1cccc(N2CN(CCc3ccccc3)CNC2=S)c1	-0.5	0	-18	-3	10	9	2	2
Cc1ccc(C)c(C(=O)Nc2ccncc2)c1	-0.7	-2	-63	-7	2	16	0	-26
CC(=O)Nc1ccc(NC(=O)CN(C)S(=O)(=O)c2ccc3c(c2)CCC(=O)N3)cc1	1.4	-1	11	-9	-8	3	3	6
Cn1c(=O)c2c3c(sc2n2cnnc12)CCC3	0.2	-6	15	-2	-2	8	-8	10
Cn1c(CC(=O)Nc2cccc(Cl)c2Cl)nnc1SCC(=O)NC1=NCCS1	0.4	-3	2	0	-4	0	-4	-1
CNc1cnn(-c2ccc(C)cc2)c(=O)c1Sc1ccc(C)cc1	0.9	1	-7	4	10	12	-10	11
O=C(CSc1nnc(CN2CCCCC2)n1-c1ccccc1)c1ccc2c(c1)OCO2	3.5	-2	-36	23	16	27	-26	5
CCN(CC(=O)Nc1ccc2c(c1)OCCO2)C(=O)C1CCCCC1	-1.9	-4	3	-6	20	19	-2	4
O=S(=O)(c1ccccc1)N1CCN(c2ncccn2)CC1	-0.8	-4	-27	6	9	23	-4	-3
CCc1ccccc1NCC(=O)Nc1ccc(Cl)c(C(F)(F)F)c1	0.4	0	-8	48*	68*	52*	5	41
CC(C)[C@H](NC(=O)OCc1ccccc1)C(=O)OCC(=O)N1CCN(c2ccc(F)cc2)CC1	-2.1	0	3	21	22	15	-2	15
O=C(CCCNS(=O)(=O)c1ccc(Br)cc1)N1CC[C@@]2(O)CCCC[C@H]2C1	-0.6	-2	20	-16	2	-4	-11	34
Nc1cc(-c2nc3ncccc3o2)ccc1Cl	4.9	0	-68	-5	-8	6	-65	-25
COc1cc(NC(=O)c2c3c(nc4ccccc24)CCC3)cc(OC)c1	1.5	2	14	7	5	2	2	23
C/C(=N/NC(=O)c1ccn(C)n1)c1ccncc1	-0.3	-2	6	-8	-19	16	12	-2
Cc1cc(C(c2nnnn2Cc2ccccc2)N2CCOCC2)c(C)n1-c1ccc2c(c1)OCO2 (centres undefined)	1.9	-4	-20	9	13	27	-4	33
COc1ccc(CC(=O)NCC2CCCN(Cc3ccc(F)c(OC)c3)C2)cc1 (centres undefined)	-1.5	-2	6	-7	2	0	8	-15
O=C(CN1C(=O)CSc2ccc(S(=O)(=O)N3CCOCC3)cc21)NCc1ccc(F)cc1	-0.3	-3	-6	1	19	4	-6	-4
CN1C(=O)S/C(=C/c2cccnc2)C1=O	-0.8	0	7	6	26	21	10	12
N#Cc1c(Sc2ncc(C(F)(F)F)cc2Cl)nsc1C/C=N\OCc1ccccc1Br	0.7	-5	-1	17	13	6	6	24
Cc1ccc(NC(=O)CCc2nnc3ccc(N4CCN(C)CC4)nn23)cc1F	0.0	1	-5	-3	8	6	4	1
COCCN(C(=O)c1cc(Cl)ccn1)c1c(N)n(Cc2ccccc2)c(=O)[nH]c1=O	0.6	1	-3	-7	-2	1	-4	9
Cc1cc(NC(=O)CN2CCN(C/C=C/c3ccccc3)CC2)c([N+](=O)[O-])cc1C	22	16	19	10	13	9	6	39
CCOc1ccc(Nc2nc(Cl)nc(NCCO)n2)cc1	-0.1	0	-21	-5	30	16	-7	5
O=C1CN(C(=O)c2ccccc2F)C(c2ccc(F)cc2)c2cc(F)ccc2N1 (centres undefined)	3.7	-4	-1	27	20	31	3	-22
Cc1c(NC(=O)COC(=O)Cn2cc(C(F)(F)F)ccc2=O)cccc1[N+](=O)[O-]	5.0	-3	9	4	-1	1	3	1
COc1ccccc1NC(=O)CSc1nnc(-c2ccccn2)o1	1.6	-4	-5	-10	-8	4	-53	5
CCC1CCCCN1CCCNC(=O)c1ccc2c(c1)N(Cc1ccc(F)cc1)C(=O)c1ccccc1S2=O (centres undefined)	4.5	-1	-42	6	-13	5	-27	46
O=C(NC(=S)N(CCCCO)C1CCCCC1)c1sc2ccccc2c1Cl	4.2	5	-46	43*	22	42	-11	45
Cc1ccc(CNC(=O)CSc2nc(=O)n3ccccc3n2)cc1	-0.3	-2	7	1	-3	8	-15	5
CC(C)N1CCN(Cc2ccc(OCc3ccccc3)cc2)CC1CCO (centres undefined)	0.5	-2	-9	2	8	9	-11	21
CCOc1ccccc1-n1c(SCC(=O)Nc2nccs2)nnc1-c1ccoc1C	-0.8	0	-11	25	27	23	0	-20
CN(C)CCSc1nnc2[nH]c3ccccc3c2n1	-1.0	-1	11	8	2	11	-16	-48
O=C(c1ccccc1Cl)N1CCC(n2cccc2)CC1	-1.4	-2	8	15	-3	-1	-1	-6
Cc1ccccc1NC(=O)CSc1nc2ccccc2c(=O)n1CC1CCCO1 (centres undefined)	0.0	-4	-21	-14	25	14	6	1
C[C@@H](CN1C2=NC[C@H](Cc3ccc(O)cc3)N2C[C@H]1Cc1ccc(O)cc1)NC(=O)CCC1CCCCC1	-0.2	-1	4	-2	-2	19	8	24
O=S(=O)([N-]c1nc2ccccc2nc1-n1cc[n+](Cc2ccccc2)c1)c1ccc(Cl)cc1	0.2	0	-89	-12	-37	-15	-75	28
C=CCc1c(C)c(C#N)c2nc3ccccc3n2c1NCCN(C)C	-2.4	-4	0	80*	49*	43	12	15
O=C(NC[C@@H]1CCCO1)c1cccc2c1C(=O)c1ccc(N3CCOCC3)cc1S2(=O)=O	-1.9	0	10	-4	-2	2	-6	14
N=c1cc(C2(O)CCCCC2)n2c(nc3ccccc32)s1	-2.7	-2	-284	13	-5	14	-161	-43
COc1ccc(OC)c(NC(=O)c2ccc(NS(C)(=O)=O)cc2)c1	-0.4	0	2	2	11	14	-10	22
CCOc1ccc(NC(=O)Nc2ccc3c(c2)nnn3C)cc1	1.5	-4	-3	11	11	9	-3	25
CCC(=O)N1c2ccc(S(=O)(=O)N3CCOCC3)cc2CC1C (centres undefined)	-1.4	0	-7	5	-4	9	2	12
Cc1cc(C)cc(OCC(=O)OCC(=O)c2ccc3c(c2)NC(=O)CO3)c1	-1.5	-1	3	12	3	-5	-6	-14

Assay outcomes (PubChem)
